Screens as filed in PubChem.
AHR activator – human AHR activation. P35869. AHR-responsive luciferase reporter cells, luminescence. activation, % at 5 µM. 2.5% of 320,000 active; in the data active means activation above about 47%;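 further: 0% = vehicle wells and 100% = reference agonist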
MEP2-GFP yeast – modulators of TOR pathway MEP2-GFP in S. cerevisiae; S. cerevisiae MEP2-GFP strain, flow cytometry GFP, 3 h; 100% = DMSO control level; GFP response vs DMSO, % at 10 µM; 0.51% of 330,000 active; AID 2016;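 active means GFP response versus DMSO above a set limit, roughly screen mean plus 3 SD, cut at about 180% in these data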;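 further: median GFP fluorescence of the barcode-gated MEP2-GFP cells per well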
EBNA-1 inh – blocks EBNA-1 binding to DNA; EBNA-1 DNA binding, fluorescence polarization; inhibition, % at 14.8 µM; 0.34% of 300,000 active; in the data active means inhibition above about 28%
LAP4-GFP MLPCN – modulators of TOR pathway LAP4-GFP in S. cerevisiae; GFP response vs DMSO, % at 10 µM; 0.34% of 320,000 active; S. cerevisiae LAP4-GFP multiplex, flow cytometry GFP, 3 h; median GFP as percent of DMSO wells;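 active means GFP response vs DMSO above a set limit, about the screen mean plus 3 SD, cut at about 150% in these data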
proCasp7 act – counter-screen for procaspase-3 activators: activators of human procaspase-7; P55210; activation, % at 8.5 µM; recombinant procaspase-7, Ac-DEVD-pNA absorbance 405 nm; D23A/D198A/D206A triple mutant, cannot self-cleave; scale: DMSO 0, 5 µM enzyme 100; 0.093% of 330,000 active;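 active means percent activation above the screen-wide mean plus 3 SD, cut at about 25% in these data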
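Detection: p-Nitroaniline absorbance at 405 nm, read at 0 and 120 min; system: Uncleavable procaspase-7 mutant enzyme; evaluation: % activation from two-timepoint absorbance difference, scaled to controls; times: 1 h enzyme–compound preincubation and 2 h substrate reaction, both 25 °C; buffer or medium: Zinc-free HEPES pH 7.4 with 300 mM NaCl, 0.01% Triton X-100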
procasp3 activ – procaspase-3 (human) activation | 0.11% of 330,000 active | activation, % at 8.5 µM | AID 463141 | P42574 | recombinant procaspase-3 D3A, Ac-DEVD-pNA absorbance 405 nm;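 active means activation above the mean of all tested compounds plus 3 SD, cut at about 21% in these data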;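 further: 0% = DMSO alone and 100% = DMSO wells spiked with extra 5 µM PC-3 D3A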
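Assay system – Procaspase-3 D3A mutant, all three cleavage aspartates alanine · Controls – DMSO-only low control, 5 µM PC-3 D3A high control · Schedule – 1 h compound preincubation, 2 h substrate hydrolysis at 25 °C · Signal – 405 nm absorbance of p-nitroaniline, reads at 0 and 120 min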
RPL19A TOR yeast – modulators of TOR pathway RPL19A-GFP in S. cerevisiae | S. cerevisiae RPL19A-GFP strain, flow cytometry, 3 h; stronger effect = lower value | 0.3% of 330,000 active | AID 2025 | percent response vs DMSO, % at 10 µM;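 active means percent response vs DMSO below 50%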;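 further: median channel GFP fluorescence of the barcoded RPL19A-GFP strain; ratio of sample median GFP to plate DMSO average so 100% = DMSO; lower means less RPL19A-GFP as with rapamycin TOR inhibition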
ZTA DNA inh – counter-screen for EBNA-1 inhibitors: inhibitors of Epstein-Barr virus ZTA. P03206. ZTA-DNA binding, fluorescence polarization. inhibition, % at 11 µM. 0.15% of 320,000 active. AID 2234; in the data active means inhibition above about 33%
* = called active by the depositor; x = no result given; [ ] = dose if it differs, or a comment.

SMILES | AHR activator | MEP2-GFP yeast | EBNA-1 inh | LAP4-GFP MLPCN | proCasp7 act | procasp3 activ | RPL19A TOR yeast | ZTA DNA inh
O=C(O)c1ccc(COc2ccc(CO)cc2Cl)cc1 | 1 | 107 | 2 | 97 | 3 | 0 | 103 | -2
Cc1ccc(NC(=O)Cc2ccc(F)cc2)cc1 | 6 | 111 | -4 | 111 | -1 | 2 | 104 | 6
CCOCc1nnc(NC(=O)c2cc(C(=O)OC)cc([N+](=O)[O-])c2)s1 | 2 | 95 | -1 | 96 | -9 | -3 | 96 | -8
O=C(C[n+]1ccc(-c2nnc3n2CCCCC3)cc1)c1ccc(Cl)cc1 | 0 | 97 | -1 | 109 | -5 | -12 | 95 | -7
CC(C)C(c1nnnn1C1CCCCC1)N1CCc2ccccc21 (stereo unspecified) | -2 | 100 | 0 | 95 | 10 | 4 | 100 | 11
CCCC(CCC)C(=O)Nc1ccncc1 | 0 | 94 | -3 | 106 | 5 | -3 | 98 | -17
CCCCOC(=O)c1nnc(-c2ccccc2)o1 | 3 | 110 | 6 | 106 | 8 | 6 | 103 | 0
CCC(C)N=CC1=C(O)CC(c2ccccc2)CC1=O (stereo unspecified) | 0 | 91 | -2 | 94 | 1 | -3 | 103 | -8
CC(C)CC(=O)Nc1ccc2c(c1)nc(CCN1CCCCC1)n2C | 4 | 106 | 2 | 87 | -1 | 12 | 107 | -6
CC1CCCN(CC(=O)NNC(=O)COc2ccc(Br)cc2)C1 (stereo unspecified) | 0 | 94 | x | 93 | 7 | -5 | 91 | x
O=C(NCc1ccccn1)C1CC(c2ccccc2O)=NO1 (stereo unspecified) | 2 | 96 | -7 | 95 | 1 | -4 | 94 | 23
CCOC(=O)c1ccccc1NC(=O)Cn1cnc2c1c(=O)n(C)c(=O)n2C | 1 | 119 | -3 | 102 | 3 | 4 | 100 | 2
Cc1ccc(NC(=O)CN(Cc2ccccc2)S(C)(=O)=O)cc1C | 2 | 102 | -4 | 94 | -1 | 0 | 94 | -5
CC(=O)c1cn(CCOc2cc(C)ccc2C)c2ccccc12 | 3 | 100 | 3 | 92 | 7 | 1 | 100 | 0
CCN(CC)C(=O)CN(C#N)c1nc(Cl)nc(N(C)C)n1 | 6 | 113 | 1 | 125 | 0 | 14 | 93 | 8
O=C(CCN1CCN(c2ccccc2)CC1)c1ccc(Cl)cc1 | -1 | 92 | 0 | 88 | -3 | -9 | 93 | 1
C=CCNC(=S)NNC(=O)c1cccn(Cc2ccc(Cl)cc2Cl)c1=O | 1 | 94 | 15 | 83 | -8 | -13 | 98 | -9
N#C/C(=C(/O)c1cccs1)c1nnc2n1CCCCC2 | -3 | 104 | 6 | 93 | -7 | -3 | 110 | 0
CC(=O)Nc1ccc(S(=O)(=O)Nc2ccc(C)c([N+](=O)[O-])c2)cc1 | 3 | 108 | 1 | 99 | 0 | 14 | 96 | -8
Cc1csc(NC(=O)c2ccco2)n1 | 15 | 116 | -9 | 112 | 5 | -5 | 109 | 10
O=c1c([N+](=O)[O-])c(O)c2cccc3c2n1CCC3 | 3 | 94 | -18 | 90 | -22 | -2 | 108 | 8
CN(CC(=O)Nc1ccc(Cl)c(Cl)c1)Cc1nnc(-c2ccc(F)cc2)o1 | 4 | 98 | 3 | 105 | -2 | 5 | 97 | 5
Cc1ccc(NC(=S)NC2CCSc3ccccc32)cc1C (stereo unspecified) | 13 | 100 | 1 | 98 | 0 | 0 | 104 | 15
CCC(=O)N(c1nnc(SCC(=O)Nc2ccccc2Cl)s1)C1CC1 | 1 | 98 | x | 117 | -3 | 8 | 104 | 4
COc1ccccc1C1SCCN1S(C)(=O)=O (stereo unspecified) | 1 | 110 | -4 | 104 | 8 | 4 | 98 | -3

Other records.
SMILES | AHR activator | MEP2-GFP yeast | EBNA-1 inh | LAP4-GFP MLPCN | proCasp7 act | procasp3 activ | RPL19A TOR yeast | ZTA DNA inh
O=C(COC(=O)c1cc([N+](=O)[O-])ccc1N1CCOCC1)NCCc1ccccc1 | 2 | 95 | -8 | 97 | -2 | -4 | 100 | -7
O=C(O)/C=C/c1cn(-c2ccccc2)nc1-c1cc2ccccc2oc1=O | -1 | 96 | 2 | 94 | -9 | 7 | 100 | -20
COc1ccccc1NC(=O)CCCN1C(=O)C2CC=CCC2C1=O (stereo unspecified) | 9 | 99 | 6 | 78 | -2 | 4 | 107 | 2
COc1ccc(-c2cnnc(N/N=C/c3ccc(O)c(OC)c3)n2)cc1 | 26 | 107 | -7 | 83 | -11 | 2 | 111 | 1
CCOC(=O)C1CCN(S(=O)(=O)CCNC(=O)c2ccccc2)CC1 | 0 | 107 | -5 | 99 | 6 | 9 | 106 | 6
COc1cccc(/C=C2\SC(=O)N(CC(=O)NC3C=CS(=O)(=O)C3)C2=O)c1 (stereo unspecified) | -1 | 115 | 5 | 105 | -11 | -9 | 96 | -1
O=C(Nc1cc(Cl)ccc1Cl)C1CC(=O)N(c2ccc(Br)cc2)C1 (stereo unspecified) | 0 | 104 | 12 | 103 | 2 | 1 | 103 | 10
CCOC(=O)/C(C#N)=C1/C=Cc2ccccc2N1CC | -12 | 108 | -3 | 108 | 6 | -4 | 98 | -1
CC(C)C1(C)C(=O)N=C2c3ccccc3C(=O)N21 (stereo unspecified) | -1 | 102 | 14 | 96 | 1 | -1 | 102 | 3
Cc1ccc2nc3c(cc(C#N)c(=O)n3-c3nccs3)c(=O)n2c1 | 14 | 167[may fluoresce violet] | -7 | 79[may fluoresce violet] | -37 | -17 | 64[may fluoresce violet] | 12
COc1cc2c(cc1OC)C(C)N(C(=S)Nc1ccccc1)CC2 (stereo unspecified) | -5 | 108 | 1 | 98 | 7 | 2 | 102 | -2
Oc1oc(-c2ccccc2)nc1C=NCc1ccccc1 | 1 | 101 | -5 | 116 | -7 | 3 | 97 | -6
O=C(c1ccccc1Cl)N1CCC(O)(c2cccnc2)CC1 | -1 | 104 | -15 | 87 | 5 | -1 | 96 | 4
CCCC[C@@H]1C=C(C(=O)O)[C@H](c2ccc3c(c2)OCO3)N1S(=O)(=O)c1ccc(C)cc1 | 0 | 93 | x | 93 | 1 | 15 | 97 | x
COc1ccc(S(=O)(=O)N(C)CC(=O)N2CCCCC2)cc1Cl | 0 | 97 | 2 | 88 | 4 | 5 | 88 | 13
CCn1c(C)c2c(C)nnc(C)c2c1C | 1 | 105 | -1 | 98 | -2 | 1 | 98 | 4
CC(C)NC(=O)Nc1ccc2c(c1)C(=O)N([C@H](C)CO)C[C@H](C)[C@@H](CN(C)S(=O)(=O)c1cccs1)O2 | 0 | 95 | x | 94 | -6 | 7 | 98 | x
CCOC(=O)c1ccc(NC(=O)N2CCN(CCc3ccccc3)CC2)cc1 | 3 | 99 | -12 | 98 | -9 | -2 | 100 | 12
CSc1ccccc1-c1nnc(-c2ccc(Cl)cc2Cl)o1 | -3 | 91 | 3 | 93 | 15 | 2 | 93 | -7
Cc1sc2ncn(CC(=O)NCCCN3CC(C)CC(C)C3)c(=O)c2c1S(=O)(=O)N1CC(C)CC(C)C1 (stereo unspecified) | -1 | 99 | -2 | 85 | 0 | -1 | 101 | 6
Cc1sc2nc(SCC(=O)N3CCOCC3)[nH]c(=O)c2c1-c1ccccc1 | 49* | 108 | -4 | 97 | 3 | 6 | 101 | 6
CCOC(=O)CSc1nc2cc(OC)ccc2cc1C#N | 1 | 98 | -6 | 99 | -9 | -7 | 98 | -3
COC(=O)c1[nH]c2cc(OC)ccc2c1NC(=O)CCN1CCCCC1 | 6 | 103 | -5 | 105 | 0 | 3 | 108 | -2
CC(C)(C)OC(=O)C[C@@H]1C/C=C\C[C@H](CC(=O)N[C@H](CO)Cc2ccccc2)C(=O)N[C@H](C(C)(C)C)COC1=O | 0 | 108 | x | 106 | 5 | 4 | 104 | x
O=C(Nc1nc(-c2ccc3ccccc3c2)cs1)c1ccc(N2C(=O)CCC2=O)cc1 | 10 | 90 | 1 | 91 | 2 | 6 | 102 | -1

The list continues.
SMILES | AHR activator | MEP2-GFP yeast | EBNA-1 inh | LAP4-GFP MLPCN | proCasp7 act | procasp3 activ | RPL19A TOR yeast | ZTA DNA inh
CN(C)C(=O)c1ccc(NC(=O)c2ccccc2-c2ccccc2)cc1 | 1 | 95 | 1 | 83 | -2 | 1 | 101 | 4
COc1ccccc1-c1cc(C(=O)Nc2cccnc2Cl)no1 | -2 | 102 | 13 | 97 | -1 | -4 | 97 | -4
CCOc1ccc(/C=N/NC(=S)NC2CC3C=CC2C3)cc1 (stereo unspecified) | 2 | 96 | 12 | 105 | 13 | -6 | 92 | -5
CC/C(=C(\c1ccc(O)cc1)c1ccc(OCCN(C)C)cc1)c1ccccc1 | -4 | 100 | 9 | 133 | 6 | -2 | 104 | 15
CCOc1cccc(C(=O)Nc2nccs2)c1 | 6 | 102 | 2 | 104 | 1 | -5 | 104 | 1
CN1C(=O)C(c2nnc(Nc3cccc4ccccc34)s2)C2CC1(C)Oc1ccccc12 (stereo unspecified) | 5 | 88 | -9 | 90 | -2 | 4 | 87 | -1
c1ccc(-c2cn(-c3ccccc3)c3[n+]2CCS3)cc1 | 0 | 102 | 1 | 125 | 5 | -6 | 96 | 10
Cc1ccc(NCC(=O)N/N=C/c2cc3ccccc3nc2Cl)cc1 | 60* | 105 | 10 | 104 | -3 | -2 | 103 | 0
CN(C)S(=O)(=O)N1CCN(c2ccccc2)CC1 | -1 | 98 | -4 | 104 | -1 | -4 | 97 | -8
Cc1ccc(-n2nc(C)c3c2OC(N)=C(C#N)C3c2ccc(F)cc2)cc1 (stereo unspecified) | 29 | 100 | 5 | 96 | -3 | 0 | 101 | 3
S=c1[nH]nc(-c2ccco2)n1/N=C/c1ccccc1Cl | 3 | 101 | 0 | 108 | -20 | -4 | 111 | -6
O=C(Nc1ccccc1C(=O)OCn1nnc2ccccc2c1=O)c1ccco1 | 0 | 104 | -9 | 105 | -2 | -2 | 104 | -7
COc1cccc(NC(=O)CCCN2C(=O)C3CC=CCC3C2=O)c1 (stereo unspecified) | 2 | 97 | 6 | 92 | -6 | 3 | 112 | 15
Cc1ccc(NC(=O)CSc2ncc(-c3ccccc3)n2C(=O)c2ccccc2)cc1 | 9 | 105 | 11 | 119 | -9 | -8 | 104 | 7
COc1ccccc1-c1cn[nH]c1-c1ccc(OCc2ccc(F)cc2)cc1O | 4 | 106 | -1 | 102 | -4 | -2 | 103 | 7
N#Cc1ccc(NC(=O)Cn2cnc(S(=O)(=O)N3CCCC3)c2)cc1 | -2 | 102 | -6 | 98 | -14 | 0 | 100 | -4
CCCNC(=O)COC(=O)c1ccc(S(=O)(=O)N2CCCC2)cc1 | -2 | 264* | 1 | 240* | 1 | 8 | 114 | 15
O=C(O)c1cc(Nc2cc(Cl)c3nonc3c2[N+](=O)[O-])ccc1O | 3 | 101 | -26 | 83 | -16 | -19 | 106 | -5

Five entries drawn at random from the list so far:
SMILES | AHR activator | MEP2-GFP yeast | EBNA-1 inh | LAP4-GFP MLPCN | proCasp7 act | procasp3 activ | RPL19A TOR yeast | ZTA DNA inh
Cc1ccc(NCC(=O)N/N=C/c2cc3ccccc3nc2Cl)cc1 | 60* | 105 | 10 | 104 | -3 | -2 | 103 | 0
CN(C)C(=O)c1ccc(NC(=O)c2ccccc2-c2ccccc2)cc1 | 1 | 95 | 1 | 83 | -2 | 1 | 101 | 4
CCCNC(=O)COC(=O)c1ccc(S(=O)(=O)N2CCCC2)cc1 | -2 | 264* | 1 | 240* | 1 | 8 | 114 | 15
CCOc1ccc(/C=N/NC(=S)NC2CC3C=CC2C3)cc1 (stereo unspecified) | 2 | 96 | 12 | 105 | 13 | -6 | 92 | -5
O=C(O)c1cc(Nc2cc(Cl)c3nonc3c2[N+](=O)[O-])ccc1O | 3 | 101 | -26 | 83 | -16 | -19 | 106 | -5
